mIAP inh = inhibitors of mouse IAP, primary screen, biochemical, luminescence, uHTS; intestinal alkaline phosphatase [Mus musculus]; purified mouse IAP, CDP-Star luminescence, 30 min; inhibition, % at 10 µM; hit rate 0.2% among 330,000; AID 2806, 2010;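 active = inhibition of at least 40% at 10 µM in the primary screen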;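 note: plate controls were DMSO with enzyme for no effect and no enzyme wells for full effect; values of inactives mirror those of a sister screen read the other way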
hIAP block = human IAP inhibitors, primary screen, biochemical, luminescence, uHTS; hit rate 0.12% among 330,000; AID 2544, 2010; purified IAP, CDP-Star luminescence, 30 min; inhibition, % at 10 µM; Intestinal-type alkaline phosphatase (Homo sapiens), P09923;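 active = inhibition reaching a set limit with compound at 10 µM in the primary screen, cut at about 35% in these data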;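 note: plate controls were DMSO wells with enzyme for no effect and no-enzyme buffer wells for full effect; values of inactives mirror those of a sister screen read the other way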
NALP3 yeast inh = NALP3 inflammasome inhibitors in reconstituted yeast, primary screen, luminescence, uHTS | Yeast reconstituted NLRP3/ASC/caspase-1, beta-gal luminescence, 24 h | inhibition, % at 10 µM | hit rate 0.39% among 330,000 | AID 2825, 2010;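 active = inhibition of 50% or more; inactive = inhibition below 50%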;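 note: plate controls were induced DMSO wells for no effect and uninduced yeast grown without galactose for full effect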
A3A deaminase = APOBEC3A ssDNA deaminase inhibitors, primary screen, selectivity assay for APOBEC3G inhibitor project, biochemical, FAM/TAMRA oligo cleavage fluorescence. inhibition, % at 20 µM. hit rate 0.41% among 330,000. DNA dC->dU-editing enzyme APOBEC-3A (Homo sapiens), P31941. recombinant A3A, FAM/TAMRA ssDNA deamination fluorescence;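 active = at least 40% inhibition at 20 µM here, with at most 30% in a related deaminase screen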;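 note: plate controls were A3A with DMSO for no effect and wells lacking A3A enzyme for full effect; some results filed as inactive read as strong as hits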
Target sequence (P31941 whole entry, looked up): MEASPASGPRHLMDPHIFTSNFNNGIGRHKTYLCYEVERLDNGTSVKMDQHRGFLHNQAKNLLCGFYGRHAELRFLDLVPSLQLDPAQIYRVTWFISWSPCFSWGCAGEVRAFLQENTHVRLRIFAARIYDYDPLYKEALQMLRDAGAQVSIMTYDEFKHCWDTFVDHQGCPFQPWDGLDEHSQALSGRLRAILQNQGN
mIAP activ = activators of mouse IAP, primary screen, biochemical, luminescence, uHTS. intestinal alkaline phosphatase [Mus musculus]. muIAP, CDP-Star luminescence, 30 min; active compounds read high; 1 = vehicle-only enzyme signal, 0 = enzyme-free wells. activation factor at 10 µM. hit rate 0.24% among 330,000. AID 2805, 2010;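 active = activation factor of at least 2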; note: the source names both 10 and 20 µM as test concentration; values of inactives mirror those of a sister screen read the other way
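Assay system: mouse IAP enzyme; reagent: chemiluminescent substrate CDP-Star; dosing: test compounds delivered from DMSO solution; schedule: 30 min at room temperature; measured by: luminescence from enzymatic CDP-Star hydrolysis; controls: DMSO-only wells and no-enzyme negative control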
beta cell repl = inducers of MIN6 beta-cell proliferation, primary screen, ATP luminescence, uHTS; hit rate 0.29% among 330,000; MIN6 cells proliferation, ATPlite luminescence, 48 h; cells starved in 0.2% serum; 100% = growth in 10% serum; proliferation, % at 10 µM;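 active = compounds whose signal lies at least 3.5 SD above the mean of all wells on their plate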;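 note: 0% = DMSO-treated cells in low-serum medium and 100% = 10% serum control; some compounds called inactive have numbers as strong as hits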
A3G deaminase = APOBEC3G DNA deaminase inhibitors, primary screen, biochemical, fluorescence, single-stranded DNA substrate, uHTS | inhibition, % at 20 µM | hit rate 0.28% among 330,000 | recombinant A3G, ssDNA deamination FAM/TAMRA fluorescence | DNA dC->dU-editing enzyme APOBEC-3G (Homo sapiens), Q9HC16;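 active = inhibition of at least 40% at 20 µM, with no more than 30% in the related APOBEC3A deaminase screen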;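 note: plate controls were DMSO wells with A3G for no effect and wells lacking A3G enzyme for full effect; some compounds called inactive have numbers as strong as hits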
Target sequence (Q9HC16 whole entry, looked up): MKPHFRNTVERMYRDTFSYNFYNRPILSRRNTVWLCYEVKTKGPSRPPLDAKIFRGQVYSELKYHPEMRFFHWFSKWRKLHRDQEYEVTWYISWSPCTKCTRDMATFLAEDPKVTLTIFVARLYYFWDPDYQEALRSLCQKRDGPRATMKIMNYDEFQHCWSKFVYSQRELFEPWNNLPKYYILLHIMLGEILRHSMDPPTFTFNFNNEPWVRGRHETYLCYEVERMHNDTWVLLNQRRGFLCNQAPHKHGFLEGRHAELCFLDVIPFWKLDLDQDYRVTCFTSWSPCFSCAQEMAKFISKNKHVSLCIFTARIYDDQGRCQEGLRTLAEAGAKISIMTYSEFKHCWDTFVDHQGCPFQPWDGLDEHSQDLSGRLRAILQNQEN
SENP1 FRET inh = human SENP1 catalytic domain inhibitors, primary screen, biochemical, FRET, uHTS | Sentrin-specific protease 1 (Homo sapiens), Q9P0U3 | recombinant SENP1 catalytic domain, CyPet-SUMO1-YPet FRET cleavage | inhibition, % at 10 µM | hit rate 0.21% among 360,000 | AID 624204, 2012;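 active = inhibition at least 30% at 10 µM, raw YFP signal under a set limit, fluorescence ratio 0.5 to 1.5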;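 note: 0% = enzyme with DMSO and 100% = no enzyme wells; some results filed as inactive read as strong as hits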
Target sequence (Q9P0U3 419-644 limits assumed): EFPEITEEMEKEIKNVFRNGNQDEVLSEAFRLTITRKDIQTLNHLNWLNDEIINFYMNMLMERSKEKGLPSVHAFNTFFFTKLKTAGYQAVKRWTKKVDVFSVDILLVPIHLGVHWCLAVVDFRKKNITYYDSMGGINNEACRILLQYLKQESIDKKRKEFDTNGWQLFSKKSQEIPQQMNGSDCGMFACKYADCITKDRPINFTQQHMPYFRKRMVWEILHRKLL
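Compound: 10 µM single point, 0.5% DMSO; Test system: hSENP1 catalytic domain, recombinant; Timing: 50 min reaction at room temperature; Technique: FRET, CFP and YFP emission; Control set: no-enzyme wells low, DMSO-plus-enzyme wells high control.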
hIAP activ = human IAP activators, primary screen, biochemical, luminescence, uHTS; hit rate 0.16% among 330,000; activation factor at 10 µM; Intestinal-type alkaline phosphatase (Homo sapiens), P09923; purified human IAP, CDP-Star luminescence, 30 min; active compounds read high; 1 = vehicle-only enzyme, 0 = enzyme-free background; AID 2524, 2010;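 active = activation factor of the enzyme at least 2-fold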; note: the source names both 10 and 20 µM as test concentration; values of inactives mirror those of a sister screen read the other way
* = called active by the depositor.

item	canonical_smiles	beta cell repl	mIAP inh	SENP1 FRET inh	A3A deaminase	A3G deaminase
1	Cc1cc(C)nc(SCC(=O)O)n1	5	-4	1	9	-2
2	O=C(COc1ccc(C(=O)c2ccccc2)cc1)Nc1cccnc1	-4	5	-3	-2	-10
3	O=C1c2ccccc2C(=O)N1CC1c2ccccc2CCN1C(=O)CN1CCOCC1 (stereo not given)	-1	7	1	1	0
4	CCC(=O)Nc1cc(C(=O)OCc2ccc(C(=O)Oc3ccccc3)cc2)ccc1C	-3	3	0	2	-5
5	CC(=O)c1ccc(OCCCC(=O)Nc2cccc(S(=O)(=O)N3CCCCCC3)c2)cc1	0	-2	-2	5	-3
6	Cc1ccc(Cn2nnc3c(=O)[nH]c(C4CCN(S(=O)(=O)c5ccc(C)cc5)CC4)nc32)cc1	-6	6	-1	1	-2
7	COc1ccc(NS(=O)(=O)c2ccc(C(=O)OC(C)C(=O)N3CCOCC3)cc2)cc1 (stereo not given)	-1	-2	-1	-5	-6
8	CCCCc1ccc(NC(=S)N2CCN(C(=O)OCC)CC2)cc1	-2	-6	25	-4	-11
9	CCC(=O)c1cn(CC(=O)Nc2cccc(C)c2C)c2ccccc12	-4	-15	2	-6	-7
10	CCOC(=O)C1CCCN(CCC(=O)Nc2cccc(F)c2)C1 (stereo not given)	-2	0	1	0	-3
11	O=C(CN(C(=O)CSc1nc2ccccc2o1)c1cccc(F)c1)NC1CCCCC1	-3	-7	1	0	-5
12	CCC1Oc2ccccc2N(Cc2ccccc2C)C1=O (stereo not given)	-3	2	3	-2	-5
13	COc1cc2cc3c(N)c(C(=O)Nc4sc(C)c(C)c4C#N)sc3nc2cc1OC	-4	28	-23	19	48*
14	OCCC1CN(CCCc2ccccc2)CCN1Cc1ccccc1 (stereo not given)	-2	-7	0	-2	-4
15	O=C(NCCOc1ccccc1)C1CCC(=O)N(Cc2ccc(Cl)cc2)C1 (stereo not given)	3	-5	-1	0	0

item	mIAP activ	NALP3 yeast inh	hIAP activ	hIAP block
1	1	0	0.88	12
2	0.95	18	1.1	-8
3	0.93	11	1	-2
4	0.97	2	0.92	8
5	1	9	1.2	-25
6	0.94	11	0.87	13
7	1	-5	0.99	1
8	1.1	13	1.1	-11
9	1.1	13	1.1	-6
10	1	7	1.2	-18
11	1.1	15	1.2	-21
12	0.98	-151	0.91	9
13	0.72	6	1.1	-11
14	1.1	6	1.1	-12
15	1.1	27	1.2	-21

Entries above printed as active in A3G deaminase.
no. | Structure | mIAP inh | SENP1 FRET inh | A3A deaminase | A3G deaminase | mIAP activ | NALP3 yeast inh | hIAP activ | hIAP block
13 | COc1cc2cc3c(N)c(C(=O)Nc4sc(C)c(C)c4C#N)sc3nc2cc1OC | 28 | -23 | 19 | 48* | 0.72 | 6 | 1.1 | -11

Additional structures.
item	canonical_smiles	beta cell repl	mIAP inh	SENP1 FRET inh	A3A deaminase	A3G deaminase
16	O=C(NC(=S)Nc1ccccc1N1CCCC1)c1ccc(F)cc1	-4	32	-2	-1	1
17	CCCCC(CC)CNC(=O)CCS(=O)(=O)c1cccc2nonc12 (stereo not given)	-1	8	3	2	3
18	CCCCn1c(N)c(N(CC)C(=O)c2cccc(F)c2)c(=O)[nH]c1=O	-1	2	1	-4	-13
19	O=C(NC1CC1)C1CCN(c2ccc(S(=O)(=O)N3CCOCC3)cc2)CC1	-5	-2	-1	0	-1
20	CCCCNC(=O)c1nn2c(C(F)(F)F)cc(-c3ccccc3)nc2c1Br	0	14	-17	-4	-4
21	CC(=O)c1cc(CN2CCN(CCc3ccccc3)C(CCO)C2)cs1 (stereo not given)	0	-1	1	-2	-15
22	COc1cc(/C=C/C(=O)Nc2cccc(S(=O)(=O)N3CCOCC3)c2)ccc1OCC#N	0	8	0	-5	-4
23	O=C(OCc1ccc([N+](=O)[O-])cc1)c1ccc(N2CCCC2)c([N+](=O)[O-])c1	1	4	5	3	0
24	COc1cccc(/C=C/C(=O)OCC(=O)c2ccc3c(c2)NC(=O)CO3)c1	-5	-2	-2	21	4
25	CC(C)n1nc(C(=O)Oc2cccc(Cl)c2Cl)c2ccccc2c1=O	0	1	2	1	0
26	C=CCn1c(SCC(=O)NNC(=S)Nc2ccccc2)nnc1-c1ccccc1	0	-4	3	4	3
27	COc1ccccc1-c1cnn2c(NCc3ccccc3)cc(C)nc12	-3	2	6	1	-7
28	CCOc1ccc(N(CC(=O)N/N=C(\C)c2cccc(NC(C)=O)c2)S(=O)(=O)c2ccccc2)cc1	-1	-13	4	2	-1
29	CCOC(=O)/C=C1\SCC(=O)N1CC(=O)N1CCOCC1	-1	9	2	0	-4
30	C/C(N)=C(/C#N)C(=O)COC(=O)c1ccc(C#N)cc1	-2	3	1	10	0

item	mIAP activ	NALP3 yeast inh	hIAP activ	hIAP block
16	0.68	-27	1	-4
17	0.92	1	0.95	5
18	0.98	11	1	-4
19	1	2	1.3	-32
20	0.86	27	0.95	5
21	1	-7	1.1	-9
22	0.92	8	1.1	-9
23	0.96	4	1	-5
24	1	0	1	0
25	0.99	-6	0.9	10
26	1	24	0.95	5
27	0.97	8	1.2	-16
28	1.1	3	0.89	11
29	0.91	18	0.95	5
30	0.97	10	1.1	-8

Single records, from the list above. Order of values: beta cell repl	mIAP inh	SENP1 FRET inh	A3A deaminase	A3G deaminase	mIAP activ	NALP3 yeast inh	hIAP activ	hIAP block
O=C1c2ccccc2C(=O)N1CC1c2ccccc2CCN1C(=O)CN1CCOCC1 (stereo not given) reads -1	7	1	1	0	0.93	11	1	-2
O=C(NCCOc1ccccc1)C1CCC(=O)N(Cc2ccc(Cl)cc2)C1 (stereo not given) reads 3	-5	-1	0	0	1.1	27	1.2	-21
CCC1Oc2ccccc2N(Cc2ccccc2C)C1=O (stereo not given) reads -3	2	3	-2	-5	0.98	-151	0.91	9
COc1cccc(/C=C/C(=O)OCC(=O)c2ccc3c(c2)NC(=O)CO3)c1 reads -5	-2	-2	21	4	1	0	1	0

Remaining list, next part:
item	canonical_smiles	beta cell repl	mIAP inh	SENP1 FRET inh	A3A deaminase	A3G deaminase
31	CCOc1ccc2[nH]c(C)c(CN3CCOCC3)c(=O)c2c1	1	-2	0	0	-5
32	CN(Cc1cn(-c2ccccc2)nc1-c1cc2ccccc2o1)C(=O)CCC(=O)O	-1	-1	1	3	2
33	Cc1ccc(NS(=O)(=O)c2ccc(C(=O)N3CCN(c4ncccn4)CC3)cc2)cc1	-4	5	2	4	-5
34	CCOc1ccc(NC(=O)CCC(=O)NNC(=O)c2ccccc2Cl)cc1	-2	11	1	0	-9
35	O=C(NCC1CCCO1)C(c1cccs1)N(Cc1cccs1)C(=O)c1ccc(-c2ccccc2)[nH]1 (stereo not given)	-7	-9	-4	-1	-2
36	COc1ccc(C(=O)Nc2nc(-c3ccccc3)c(C(C)=O)s2)c(OC)c1	-2	8	-6	1	-12
37	CC(O)c1nc2ccccc2n1Cc1nnc(-c2ccc(Cl)cc2)o1 (stereo not given)	-1	1	0	1	0
38	O=C(CC1SC(N2CCOCC2)=NC1=O)Nc1cc([N+](=O)[O-])ccc1Cl (stereo not given)	0	2	2	4	-9
39	COc1ccc(N2CCN(C(=O)c3cccnc3)CC2)c([N+](=O)[O-])c1	0	0	2	2	-3
40	COc1ccc(/C(C)=N/NC(=S)NCCc2ccccc2)c(O)c1	-4	3	-3	0	-7
41	O=C(COC(=O)c1cccnc1Cl)NCCCc1ccccc1	-5	-2	-1	-1	-7
42	O=S(=O)(NCc1ccc(Cl)cc1Cl)c1cccs1	-2	-11	1	-9	-8
43	CN1CCN(C(=O)CN(Cc2ccc(Cl)cc2)S(C)(=O)=O)CC1	-1	-6	0	0	-7
44	Clc1ccc(OCCOCCN2CCCCC2)c(Br)c1	-4	4	-5	0	-6
45	COc1cc(CNC(=O)C2CCCN2S(=O)(=O)c2ccccc2)cc(OC)c1OC (stereo not given)	-3	7	2	-4	-3

item	mIAP activ	NALP3 yeast inh	hIAP activ	hIAP block
31	1	17	1.1	-5
32	1	21	1	0
33	0.95	19	1.1	-9
34	0.89	19	1.4	-36
35	1.1	4	1.1	-7
36	0.92	4	0.84	16
37	0.99	8	1	0
38	0.98	0	1.2	-18
39	1	15	0.96	4
40	0.97	21	1.8	-82
41	1	13	1.1	-7
42	1.1	30	0.76	24
43	1.1	19	1.1	-14
44	0.96	28	0.82	18
45	0.93	5	0.88	12

The list continues.
item	canonical_smiles	beta cell repl	mIAP inh	SENP1 FRET inh	A3A deaminase	A3G deaminase
46	O=C(O)c1ccc(NS(=O)(=O)c2cccc(C(=O)Nc3ccccc3[N+](=O)[O-])c2)cc1	0	1	-2	-2	-6
47	COc1ccc(NC(=O)c2c(N)no[n+]2[O-])c(OC)c1	-1	-2	-1	1	-3
48	CCN(CC)S(=O)(=O)c1ccc(CNC(=O)CN2C(=O)NC3(CCc4ccccc43)C2=O)cc1 (stereo not given)	2	3	-2	32	-5
49	O=C(NC(Cc1ccc(O)cc1)C(=O)O)c1ccco1 (stereo not given)	-1	3	2	4	-3
50	CC(O)/C=C/c1ccc2ccccc2n1 (stereo not given)	-2	6	-1	-1	-5
51	N#CCCS(=O)(=O)c1ccc(N)cc1	-2	7	0	3	4
52	COc1ccc(-c2[nH]ncc2CN(CCO)CC23CC4CC(CC(C4)C2)C3)c(OC)c1	0	5	1	0	-10
53	CSc1ccn(CCC(=O)O)c(=O)n1	-1	6	-2	0	-4
54	CCOC(=O)CNC(=O)c1cccnc1Oc1ccc(Cl)cc1	-1	9	0	-1	-1
55	CN(c1ccc(C(=O)Nc2nccs2)cc1)S(=O)(=O)c1ccccc1	0	10	3	0	-9
56	Cc1nn(-c2ccccc2)c2sc(C(=O)O)cc12	-2	7	-2	-3	-4

item	mIAP activ	NALP3 yeast inh	hIAP activ	hIAP block
46	0.99	10	1	-4
47	1	10	1	-3
48	0.97	27	1	-5
49	0.97	9	0.93	7
50	0.94	50*	1	-4
51	0.93	14	1.9	-92
52	0.95	-1	1.2	-22
53	0.94	1	0.89	11
54	0.91	12	0.86	14
55	0.91	-14	0.93	7
56	0.93	-2	0.91	9

Screens from PubChem.

These rows are one share of the data. The share of hits here may be higher or lower than overall.
